Bioassay records from PubChem.
RAM inhibit: yeast RAM network inhibition | inhibition, % at 50 µM | 190,000 tested, 1.8% active | S. cerevisiae dse1pr::URA3 reporter, 5-FOA growth OD615, 2 d; analog-sensitive cbk1-as2 kinase mutant strain;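 active = inhibition above a set limit, 3 SD over mean compound inhibition, cut at about 8.4% in these data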;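 also: 0% = DMSO-only wells with no growth and 100% = 10 µM 1-NA-PP1 full growth; inhibition rescues growth on 5-FOA so higher OD means more RAM inhibition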
SRC2 TRFRET art: TR-FRET artefact, counter-screen to PPARgamma/SRC-2 agonist assay; hits give high values; AID 1049; 200,000 tested, 0.4% active; TR-FRET ratio at 8 µM; in the data active = TR-FRET ratio above about 2000; also: inactives centre near 1500; reference of the scale not given here
PPARg SRC-1 ag: PPARgamma-driven SRC-1 recruitment agonism. PPARgamma-SRC-1 coactivator recruitment biochemical assay. activation, % at 8 µM. 200,000 tested, 0.41% active. AID 631; in the data active = activation above about 19%;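 also: 0% = DMSO and 100% = reference agonist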
Target sequence (P37231 whole entry, looked up): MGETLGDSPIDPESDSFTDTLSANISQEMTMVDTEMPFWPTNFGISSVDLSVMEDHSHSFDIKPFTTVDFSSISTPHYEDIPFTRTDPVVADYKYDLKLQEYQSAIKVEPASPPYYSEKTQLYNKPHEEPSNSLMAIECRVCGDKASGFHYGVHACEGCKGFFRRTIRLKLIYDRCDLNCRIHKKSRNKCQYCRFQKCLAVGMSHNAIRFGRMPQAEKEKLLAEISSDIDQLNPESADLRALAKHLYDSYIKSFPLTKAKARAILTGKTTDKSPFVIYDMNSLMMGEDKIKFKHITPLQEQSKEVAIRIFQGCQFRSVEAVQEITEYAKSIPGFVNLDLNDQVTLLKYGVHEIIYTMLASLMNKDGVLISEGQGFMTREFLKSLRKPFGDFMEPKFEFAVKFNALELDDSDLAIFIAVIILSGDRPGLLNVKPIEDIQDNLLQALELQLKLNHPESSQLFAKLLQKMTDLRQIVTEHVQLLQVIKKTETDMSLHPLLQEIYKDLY
ROMK mod: modulates human ROMK potassium channel activity. P48048. Tet-inducible ROMK, thallium flux fluorescence; actives lie on both sides. B-score at 10 µM. 130,000 tested, 2% active. AID 1918;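 active = signal ratio slope over the read window, or its plate-corrected B-score, at least 3 SD from the plate mean, either direction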;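 also: B-score of the F/F0 ratio slope over 7 to 12 s after thallium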
Target sequence (P48048 whole entry, looked up): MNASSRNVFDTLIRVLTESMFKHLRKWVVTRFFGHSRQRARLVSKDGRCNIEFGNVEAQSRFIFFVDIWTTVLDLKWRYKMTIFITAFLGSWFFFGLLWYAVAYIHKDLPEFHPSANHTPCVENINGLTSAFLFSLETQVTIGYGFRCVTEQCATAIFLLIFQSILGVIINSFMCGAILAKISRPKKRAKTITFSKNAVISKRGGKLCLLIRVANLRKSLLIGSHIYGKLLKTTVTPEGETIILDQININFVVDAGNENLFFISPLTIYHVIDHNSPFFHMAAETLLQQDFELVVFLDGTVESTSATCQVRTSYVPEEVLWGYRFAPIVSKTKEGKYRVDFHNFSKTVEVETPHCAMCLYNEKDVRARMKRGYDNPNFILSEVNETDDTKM
PPARg SRC3 recr: promotes SRC-3 coactivator recruitment by human PPARgamma; P37231; biochemical PPARgamma/SRC-3 coactivator recruitment assay; activation, % at 8 µM; 200,000 tested, 0.26% active; AID 731; in the data active = activation above about 23%;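 also: 0% = DMSO and 100% = reference agonist; some compounds past the cut are filed as inactive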
PPARg SRC2 recr: PPARgamma-driven SRC-2 recruitment agonism; P37231; PPARgamma LBD-SRC-2 recruitment, biochemical; activation, % at 8 µM; 200,000 tested, 0.34% active; in the data active = activation above about 22%;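 also: 0% = vehicle and 100% = reference agonist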
bIAP inh: blocks bovine intestinal alkaline phosphatase activity; purified bovine IAP, CDP-star luminescence, 30 min; inhibition, % at 20 µM; 190,000 tested, under 10 active; AID 1019;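 active = over 50% inhibition of intestinal alkaline phosphatase at 20 µM in the single-dose screen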
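Incubation: 30 min reaction at room temperature / Material: purified bovine intestinal alkaline phosphatase (IAP) enzyme / Input: enzyme at 1/65,000,000 dilution / Dosing: 20 µM single dose / Signal: CDP-star luminescence signal / Reagent: CDP-star chemiluminescent phosphatase substrate, 30 µM final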
HMGR II inh: E. faecalis class II HMG-CoA reductase inhibition; 190,000 tested, 0.41% active; purified E. faecalis HMGR, NADPH absorbance 340 nm kinetic; inhibition, % at 10 µM;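 active = inhibition above a set limit, the median over all tested compounds plus 3 SD, cut at about 9.5% in these data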;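 also: enzyme runs in reverse so mevalonate oxidation gives rising NADPH absorbance; 0% = complete reaction with DMSO and 100% = background rate lacking mevalonate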
Lmaj promast: reduces viability of Leishmania major promastigotes. resazurin fluorescence viability. 200,000 tested, 9% active. inhibition, % at 10 µM; in the data active = inhibition above about 50%;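 also: promastigotes grown with compound for 44 hours at 28 °C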
S1P3 antagonist: blocks the human S1P3 receptor | CHO S1P3 NFAT-BLA reporter, FRET fluorescence, antagonist mode | inhibition, % at 4.98 µM | 170,000 tested, 0.27% active;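 active = inhibition above the plate cutoff, the mean inhibition of test wells on that plate plus 3 SD, cut at about 28% in these data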;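 also: cells challenged with S1P at its EC80 of 0.8 µM; blue over green emission ratio from cleaved BLA substrate after 4 h stimulation; 0% = S1P-stimulated wells and 100% = unstimulated DMSO-only wells; some compounds past the cut are filed as inactive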
Redox H2O2 prof: compounds producing H2O2 with reducing agent – biochemical, NIH compound library profiling, artefact control for MLSCN library redox annotation, primary screen. DTT-dependent redox cycling H2O2, phenol red/HRP absorbance; 100% = 100 µM peroxide control, 0% = buffer. activation, % at 10 µM. 200,000 tested, 0.03% active;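 active = activation of at least 50% relative to the plate's high and low controls in the primary single-dose screen; inactive = activation below 50%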;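 also: compound incubated with DTT at 0.8 mM final as the reducing agent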
Active calls of the source: *; nt = no result given.

SMILES	RAM inhibit	SRC2 TRFRET art	PPARg SRC-1 ag	ROMK mod	PPARg SRC3 recr	PPARg SRC2 recr	bIAP inh	HMGR II inh	Lmaj promast	S1P3 antagonist	Redox H2O2 prof
Cc1cccc(OC(=O)CCN2C(=O)C3C4C=CC(C5CC45)C3C2=O)c1C (stereo not drawn)	1.7	1628	6	-0.074	1	4	-23	-2	15	-25	-2.0
Cc1oc2c(c1C(=O)NCc1cc(C(=O)O)co1)CCCC2	1.4	1363	1	-0.59	-14	-4	7	-3	-10	16	2.5
Cc1cc(C)n(CCc2nc(-c3ccc(C(C)(C)C)cc3)cs2)n1	0.6	1580	1	nt	0	1	10	-13	-1	4	0.4
CCCCCC(=O)Nc1cc2[nH]c(=O)cc(COC)c2cc1C	4.3	1339	-7	nt	-4	-10	-6	-4	3	nt	1.6
C=CCOC(=O)C1C(=O)CC(C)(O)C(C(=O)OCC=C)C1c1ccc(OCC)cc1 (stereo not drawn)	1.8	1537	3	-0.18	11	5	3	0	1	8	-5.7
c1ccc(-c2nc(C3CCCCC3)no2)cc1	2.6	1591	-3	1.1	6	7	9	-6	6	6	2.2
NNC(=O)c1ccc(COc2ccccc2)cc1	-1.3	1571	4	nt	5	1	14	-1	-6	2	0.2
O=CNCCCc1nc2ccccc2n1Cc1cccc2ccccc12	0.3	1693	8	0.64	-1	7	-13	-3	93*	nt	-0.1
Clc1cccc(Cl)c1Cn1c(-c2cccnc2Cl)nc2ccccc21	1.9	1477	-2	1.6	-5	1	-6	1	76*	nt	-3.4
Cc1ccc(C(=O)NC(=S)Nc2nc(-c3cccc([N+](=O)[O-])c3)cs2)c(Cl)c1	1.4	1513	-3	nt	-1	0	45	-2	23	-16	-0.5
COc1c(S(=O)(=O)NCCN2CCOCC2)ccc(Cl)c1Cl	-0.3	1431	-3	-0.95	-7	-3	-1	-4	67*	nt	0.0
CC1(C)CC(NCc2ccccc2)CCO1 (stereo not drawn)	1.8	1595	-2	0.18	-3	5	3	7	-9	-1	-0.4
CCOC(=O)c1sc2cc([N+](=O)[O-])cc(SCC(C)C)c2c1N	5.9	1448	0	-1.9	-6	2	32	2	-4	nt	0.3
CN(C)CCCN(C(=O)c1ccc(S(=O)(=O)N(C)C)cc1)c1nc2ccc(F)cc2s1	0.0	1498	10	nt	9	6	-5	0	12	0	-1.2
CCn1c(SCC(=O)Nc2nnc(C)s2)nnc1-c1ccco1	2.6	1599	1	-0.3	18	10	5	-5	0	2	-0.7
Nc1nc2ccc(Oc3ccccc3)cc2s1	-0.2	1446	9	nt	-5	5	29	1	-4	-14	0.5
CCCCc1ccc(NC(=S)NCCc2ccc(F)cc2)cc1	1.6	1652	1	-0.6	2	1	4	-2	17	-15	0.2
O=Cc1ccc(OC(=O)c2cc(Cl)nc3ccccc23)cc1	4.7	1528	3	-0.38	0	0	3	-1	-8	-7	0.2
CC(=O)NC(C)C(=O)OCC(=O)c1ccc(Cl)s1 (stereo not drawn)	1.8	1578	4	nt	16	1	4	nt	-4	-24	15
Cn1c(C(=O)N2CCCc3ccccc32)cc2sccc21	1.1	1536	-5	-1.3	-8	4	0	-5	1	38	1.0

Looked up one by one from the list above, two records:
SMILES	RAM inhibit	SRC2 TRFRET art	PPARg SRC-1 ag	ROMK mod	PPARg SRC3 recr	PPARg SRC2 recr	bIAP inh	HMGR II inh	Lmaj promast	S1P3 antagonist	Redox H2O2 prof
CN(C)CCCN(C(=O)c1ccc(S(=O)(=O)N(C)C)cc1)c1nc2ccc(F)cc2s1	0.0	1498	10	nt	9	6	-5	0	12	0	-1.2
CCOC(=O)c1sc2cc([N+](=O)[O-])cc(SCC(C)C)c2c1N	5.9	1448	0	-1.9	-6	2	32	2	-4	nt	0.3

The results go on.
SMILES	RAM inhibit	SRC2 TRFRET art	PPARg SRC-1 ag	ROMK mod	PPARg SRC3 recr	PPARg SRC2 recr	bIAP inh	HMGR II inh	Lmaj promast	S1P3 antagonist	Redox H2O2 prof
CCOC(=O)C1CCN(c2c(NCc3ccc(C(=O)N(C)Cc4ccccc4)cc3)c(=O)c2=O)CC1	-0.9	1736	0	1.6	2	0	-8	-3	-8	-3	-0.1
COc1ccccc1N1CCN(c2cnccn2)CC1	0.7	1453	2	0.036	6	1	-3	-5	-4	0	-2.9
COC(=O)c1ccc(CSc2nnc(-c3ccccc3)n2C)o1	0.8	1478	0	0.39	1	1	-21	2	-7	-11	0.1
CN(c1ccc2nc3ccccc3c(=O)n2n1)C1CCCCC1	-0.4	1757	6	-1.1	-1	4	10	-4	19	5	-0.3
CCC(CO)NCC#Cc1ccccc1 (stereo not drawn)	1.6	1289	-2	nt	6	-1	-14	-8	-2	-5	1.0
CCOC(=O)N1CCC(NS(=O)(=O)c2ccc3c(c2)CCN3C(C)=O)CC1	0.1	1559	-3	0.67	-3	0	9	3	-3	nt	0.1
C=CCc1ccc(OCCOCCOc2ccccc2[N+](=O)[O-])c(OC)c1	-0.8	1523	-2	nt	-1	3	4	-7	4	nt	2.5
CCN(C(=O)C1CCCCC1)c1nnc(-c2cccnc2)s1	-1.4	1346	-9	nt	-1	-1	1	-3	2	-3	2.2
Cc1ccc(C(=O)CSc2nnc(-c3ccncc3)n2C)cc1	1.0	1508	-7	0.49	1	-3	6	-8	2	-5	-0.7
CCCCOCP(=O)(CC)COCCCC	1.9	1439	1	nt	3	-6	-5	-1	-5	nt	-0.9
Cc1cnc(C(=O)OCC(=O)NC2CCCCC2)cn1	1.5	1449	-2	nt	-7	2	1	-4	-2	-158	-5.3
CCOc1cc(C(=O)NC2=NCCS2)cc(OCC)c1OCC	-0.6	1420	-4	0.15	1	-9	-13	-6	-3	-7	-0.2
COCCCNC(=O)C1CC(=O)N(Cc2ccc(OC)cc2)C1 (stereo not drawn)	-0.3	1497	9	nt	-6	2	6	-1	-2	-12	0.9
CC/C(Cc1ccccc1)=N/NC(=O)CCn1nnc2ccccc21	0.5	1689	7	0.26	-4	11	-4	2	-3	-21	-0.1
CC1CCCC(C(=O)OCc2ccccc2)N1 (stereo not drawn)	0.5	1552	-7	nt	3	0	10	-7	-3	-18	2.8
O=C1NC(c2ccccc2)=C(c2nc3ccccc3s2)C(c2ccc(F)cc2)N1 (stereo not drawn)	6.5	1600	-8	nt	3	0	8	1	51*	nt	1.7
CCCc1nc2ccc(NC(=O)c3ccco3)cc2c(=O)n1Cc1ccc(Cl)cc1	1.8	1504	14	nt	-1	2	4	1	4	nt	2.1
CC(C)c1ccc(/C=C2\SC(N3CCCC3)=NC2=O)cc1	3.6	1642	4	-0.35	7	11	15	-6	21	6	-0.7
COc1ccc(NC(=O)C(=O)NCCN2CCN(C(=O)c3cccs3)CC2)cc1	0.2	1415	-2	-0.14	4	0	5	3	-6	nt	2.9
O=c1c2cc(N3CCOCC3)ccc2[nH]c(=S)n1CCN1CCCC1	0.8	1434	-6	0.021	-8	-3	-1	-1	15	nt	-0.3
Cc1ccc(Cn2ccc(NC(=O)c3cc(-c4cccs4)on3)n2)cc1	4.3	1759	-3	-0.79	0	1	10	-8	8	-8	0.3
C#CCn1c(=NC(=O)c2cc(Cl)sc2Cl)sc2cc(S(N)(=O)=O)ccc21	1.6	2016*	9	-0.91	6	0	2	0	7	8	-0.3
COc1ccc(-c2nc3ccccc3n2OC(C)C(=O)O)cc1 (stereo not drawn)	0.6	1749	8	-0.23	7	2	20	0	-4	-6	0.0
CCOc1ccc(C(=O)Nc2c(C(N)=O)oc3ccccc23)cc1	2.7	1457	-3	0.019	-8	-3	6	-6	8	41	0.7
COc1ccc(Cl)cc1NC(=O)CNc1ccc(F)cc1C	1.0	1535	3	nt	3	-4	-4	1	-4	-11	0.1
COc1ccc(-c2cc(C(=O)NCCc3ccccc3)no2)cc1OC	3.1	1554	5	nt	-8	-2	9	-7	25	-4	5.4
Cc1nnc(NC(=O)CSc2nc3c(c(=O)n2CCc2ccccc2)SC(C)C3)s1 (stereo not drawn)	1.2	1445	-3	nt	1	-5	2	1	4	28	-0.7
O=Cc1ccc(OCC(=O)Nc2ccccc2C(F)(F)F)cc1	2.3	1384	-4	0.2	-2	1	-1	-1	0	-3	-0.5
N#Cc1cnn2c(-c3ccc(Cl)cc3Cl)ccnc12	1.6	1637	-1	-0.69	3	-10	-10	-2	6	-8	0.2
O=C(N/N=C/c1ccccn1)c1ccc(Br)o1	2.9	1726	13	nt	9	6	-12	-8	-2	nt	0.8
CCCCN(CC)S(=O)(=O)c1ccccc1	0.2	1669	5	-0.24	5	-3	15	-3	0	nt	1.1
CC1CC2(CCCCC2)N2C(=O)C(=O)c3cccc1c32 (stereo not drawn)	3.6	1704	-4	nt	3	-1	11	-1	49	nt	-4.1
N#Cc1c(NCCCO)nc(-c2ccccc2)c2c1CCCC2	0.4	1493	2	nt	4	1	-12	0	2	nt	-1.2
CC(=NCc1ccccc1)C1=C(O)COC1=O	0.7	1578	6	0.43	-5	4	2	0	-4	-17	2.0
Cn1c(=O)c2c(SCC(=O)N3CCCc4ccccc43)nc(C3CC3)nc2n(C)c1=O	2.9	1601	0	nt	-3	1	6	1	61*	-19	-1.0
Cc1cccc(NCN2C(=O)c3ccccc3C2=O)c1	0.7	1436	3	nt	-4	1	7	-4	-2	nt	0.5
CCOC(=O)COc1ccc(S(=O)(=O)NCc2ccncc2)cc1	0.8	1572	4	-1.6	-5	-1	8	1	-5	7	1.1
CCn1ncc(Br)c1C(=O)Nc1ccc(F)c([N+](=O)[O-])c1	2.2	1490	-10	-0.23	-1	-4	-3	-3	19	-7	-0.4
O=C(Cc1csc(N2CCOCC2)n1)N/N=C/c1ccc(F)cc1	0.7	1501	-3	nt	12	-2	1	-2	-3	nt	6.1
CCCS(=O)(=O)N1CCCC(C(=O)NCCCN2CCN(c3ccc(F)cc3)CC2)C1 (stereo not drawn)	-0.1	1413	-2	nt	0	-4	-9	2	-3	0	3.9
COc1ccccc1C(=O)N1CCN=C1SCc1cccnc1	0.7	1598	6	nt	3	7	5	-2	1	-60	-0.5
Cc1nc(NC(=O)CN(C)S(=O)(=O)c2ccc(Cl)cc2)sc1C	3.2	1397	-5	nt	-9	2	17	-3	22	nt	-0.8
O=C(N/N=C/c1ccccc1O)c1cccc(C(F)(F)F)c1	2.7	1663	3	nt	0	1	27	0	98*	9	-0.5
CCN(CC)S(=O)(=O)c1ccc(NC(=O)c2cccnc2Cl)c(NC(=O)c2cccnc2Cl)c1	3.4	1666	-3	0.85	-1	-7	7	-1	-1	-17	-2.1
COc1ccccc1CN1CCNC(=O)C1CC(=O)N(C)Cc1cnccn1 (stereo not drawn)	4.5	1577	1	0.37	-1	0	-6	-2	-4	7	-1.0
Cc1ccc(SCCC(=O)N2CCCC2)cc1	-0.6	1409	3	nt	5	-1	9	-5	4	3	1.4
Cc1ccc(-n2c(C)cc(C(=O)CSc3nnc4ccccn34)c2C)cc1	1.0	1281	2	nt	2	2	7	0	2	2	0.4
CCCC(=O)NC(C)C(c1cccs1)N1CCN(c2ccccc2)CC1 (stereo not drawn)	2.3	1484	-4	-0.0074	3	12	17	0	22	-2	0.8
